Screening data: PubChem, The Scripps Research Institute Molecular Screening Center
DDE Tn6 FP inh: disrupts Tn6 cyclic peptide binding to fibrin D-Dimer-E complex; actives 0.21% (n = 370,000); inhibition, % at 8.3 µM; Fibrin DD(E) TRITC-Tn6 fluorescence polarization displacement; P02675; AID 720509;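 active = inhibition above a per-campaign cutoff: mean of compounds within control limits plus 3 SD, cut at about 15% in these data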;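 note: 0% = median of all compound wells on the plate and 100% = blocking peptide control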
ASAP1 GAP inh: inhibitors of human ASAP1 ArfGAP activity; Q9ULH1; ASAP1-stimulated ARF1 GTP hydrolysis, GDP FP detection; inhibition, % at 16.5 µM; actives 0.19% (n = 360,000); in the data active = inhibition above about 25%;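 note: 0% = vehicle with enzyme and substrate and 100% = no enzyme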
Target sequence (Q9ULH1 325-724 limits assumed): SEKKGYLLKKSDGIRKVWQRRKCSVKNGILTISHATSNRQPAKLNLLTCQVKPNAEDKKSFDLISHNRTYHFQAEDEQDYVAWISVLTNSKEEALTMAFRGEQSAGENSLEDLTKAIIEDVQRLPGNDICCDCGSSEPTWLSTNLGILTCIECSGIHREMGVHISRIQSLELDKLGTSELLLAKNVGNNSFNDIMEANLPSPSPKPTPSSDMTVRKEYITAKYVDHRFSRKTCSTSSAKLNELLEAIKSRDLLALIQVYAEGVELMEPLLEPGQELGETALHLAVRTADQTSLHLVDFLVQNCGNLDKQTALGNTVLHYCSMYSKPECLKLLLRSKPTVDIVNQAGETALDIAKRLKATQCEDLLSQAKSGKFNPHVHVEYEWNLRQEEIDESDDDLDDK
MBD2 inh: MBD2-methylated oligo binding inhibition. Q9UBB5. TR-FRET, MBD2 binding to methylated oligonucleotide. inhibition, % at 4.4 µM. actives 0.31% (n = 370,000). AID 686964; in the data active = inhibition above about 13%
Target sequence (Q9UBB5 whole entry, looked up): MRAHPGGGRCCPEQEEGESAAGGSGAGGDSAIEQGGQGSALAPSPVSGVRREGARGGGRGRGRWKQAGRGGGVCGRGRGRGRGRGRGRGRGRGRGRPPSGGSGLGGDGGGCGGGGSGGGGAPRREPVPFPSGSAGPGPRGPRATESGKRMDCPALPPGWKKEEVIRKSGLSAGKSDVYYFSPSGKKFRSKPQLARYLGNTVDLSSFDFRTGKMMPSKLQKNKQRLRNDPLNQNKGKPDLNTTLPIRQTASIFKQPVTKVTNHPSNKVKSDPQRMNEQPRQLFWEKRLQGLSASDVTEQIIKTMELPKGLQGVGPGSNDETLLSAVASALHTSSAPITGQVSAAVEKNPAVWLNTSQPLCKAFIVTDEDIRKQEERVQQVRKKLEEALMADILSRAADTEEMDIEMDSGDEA
DDE Tn7 FP inh: DD(E)-Tn7 binding inhibition, primary FP screen; P02675; AID 720508; actives 0.13% (n = 370,000); inhibition, % at 8.3 µM; FP displacement of FITC-Tn7 peptide from fibrin DD(E); 0% = median of compound wells per plate;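 active = inhibition above the mean of compounds falling within the control limits plus 3 SD of them, cut at about 14% in these data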;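 note: 0% = plate median of compound wells and 100% = 10 µM Aha-Tn7 peptide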
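System: human fibrin DD(E); quantity: Fibrin-DD(E) at 2 µM final; also added: fluorescent Tn7 probe at 0.1 µM; compound dosing: single nominal test concentration of 8.3 µM per compound; schedule: 10 min preincubation, 3 h with tracer, room temperature; detection: fluorescence polarization of the labelled Tn7 tracer; repeats: one replicate per compound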
PLCb3 inh: PLC-beta3 (human) inhibition, primary screen; Q01970; Purified PLC-beta3, fluorogenic substrate, fluorescence; inhibition, % at 12.2 µM; actives 0.18% (n = 370,000); in the data active = inhibition above about 11%;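 note: 0% = median of compound wells on plate and 100% = full blocker control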
proKLK7 act: proKLK7 (human) activation, primary screen. activation, % at 7 µM. actives 0.9% (n = 370,000). AID 652039. purified proKLK7, EDANS-DABCYL substrate fluorescence; 100% is mature enzyme control, 0% vehicle;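 active = activation above the mean of all tested compounds plus 3 SD, computed per campaign excluding outliers beyond control limits, cut at about 13% in these data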
PLCg1 inh: inhibitors of human phospholipase C gamma1; P19174; purified PLC-gamma1, fluorogenic substrate, fluorescence; inhibition, % at 12.2 µM; actives 0.84% (n = 370,000); AID 720700; in the data active = inhibition above about 9.5%
ADAM17 inh: ADAM17 inhibition, QFRET primary screen. P78536. recombinant ADAM17, EDANS/DABCYL FRET peptide cleavage. inhibition, % at 6.95 µM. actives 0.83% (n = 370,000);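 active = inhibition above the mean of compounds lying between control limits plus 3 SD, set per campaign, cut at about 8.5% in these data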;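 note: 0% = DMSO-only wells as the low control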
ARFGAP1 inhibitor: inhibitors of rat ARFGAP1 | inhibition, % at 16.5 µM | Q62848 | Arfgap1-stimulated ARF1 GTP hydrolysis, GDP FP detection | actives 0.26% (n = 360,000);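 active = inhibition above a per-plate limit, mean inhibition of low control wells plus 3 SD, cut at about 25% in these data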;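 note: 0% = DMSO wells with enzyme and 100% = wells lacking Arfgap1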
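System: truncated rat Arfgap1 GAP domain / Medium: HEPES-based buffer, pH 7.5 / Also added: N-terminally truncated human ARF1-GTP substrate / Incubation: enzyme reaction 120 min at 25 °C after 20 min preincubation / Measured by: FP of antibody-bound GDP Alexa 633 tracer, ex 620/em 688 nm / Replicates: singlicate, each compound tested once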
UHRF1 binding: blocks human UHRF1 binding to methylated DNA | UHRF1 binding to methylated oligo, TR-FRET | AID 687016 | actives 0.75% (n = 370,000) | Q96T88 | inhibition, % at 4.4 µM; in the data active = inhibition above about 21%;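 note: UHRF1 SRA domain binding a hemimethylated CpG hairpin DNA probe; 0% = median of test compound wells and 100% = reference inhibitor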
An asterisk follows results filed as active; . = not tested or not shown.

Start of the data: the first five records, ahead of the listing:
item	molecule	DDE Tn6 FP inh	ASAP1 GAP inh	MBD2 inh	DDE Tn7 FP inh	PLCb3 inh	proKLK7 act	PLCg1 inh	ADAM17 inh	ARFGAP1 inhibitor	UHRF1 binding
1	CCOC(=O)CSc1nc2sc(C)c(C)c2c(=O)n1C	1	1	2	3	-4	0.5	-1	-4	8	1
2	Cc1cccc(C)c1OCC(O)Cn1ccnc1C (stereo unspecified)	-4	-8	2	-8	4	-0.2	2	0	-4	3
3	O=C(OCC(=O)C12CC3CC(CC(C3)C1)C2)c1cccnc1Cl	4	8	-6	-4	2	1.0	4	3	-5	0
4	COC(=O)C1=C(C)N(Cc2ccccc2)C(=O)N[C@H]1c1cccc(C(F)(F)F)c1	-8	-8	2	4	1	-0.1	-1	-1	-3	-2
5	Brc1ccc(/C=N/Nc2nncc(-c3ccccc3)n2)o1	0	9	0	-3	0	0.2	2	-5	-4	-2

The whole of this part (from the top)
item	molecule	DDE Tn6 FP inh	ASAP1 GAP inh	MBD2 inh	DDE Tn7 FP inh	PLCb3 inh	proKLK7 act	PLCg1 inh	ADAM17 inh	ARFGAP1 inhibitor	UHRF1 binding
1	CCOC(=O)CSc1nc2sc(C)c(C)c2c(=O)n1C	1	1	2	3	-4	0.5	-1	-4	8	1
2	Cc1cccc(C)c1OCC(O)Cn1ccnc1C (stereo unspecified)	-4	-8	2	-8	4	-0.2	2	0	-4	3
3	O=C(OCC(=O)C12CC3CC(CC(C3)C1)C2)c1cccnc1Cl	4	8	-6	-4	2	1.0	4	3	-5	0
4	COC(=O)C1=C(C)N(Cc2ccccc2)C(=O)N[C@H]1c1cccc(C(F)(F)F)c1	-8	-8	2	4	1	-0.1	-1	-1	-3	-2
5	Brc1ccc(/C=N/Nc2nncc(-c3ccccc3)n2)o1	0	9	0	-3	0	0.2	2	-5	-4	-2
6	O=C(O)c1ccc(NS(=O)(=O)c2ccc(Cl)c(C(=O)Nc3ccccc3)c2)cc1	0	9	-3	-3	-6	-0.5	5	1	9	23*
7	CC(C)c1ccccc1NC1=CC(=O)CC(C)(C)C1	3	2	8	8	2	-0.4	0	0	8	-1
8	CC(=O)Nc1ccc(C(=O)CN2C(=O)NC3(CCOc4ccccc43)C2=O)c(F)c1 (stereo unspecified)	1	-5	2	-2	-17	-0.3	-10	-4	2	-1
9	Oc1c(/C=N/c2ncn[nH]2)ccc2ccccc12	2	-9	0	1	0	-0.5	1	-2	0	-6
10	CCOC(=O)C1=C(C)N=c2s/c(=C/c3cccc([N+](=O)[O-])c3O)c(=O)n2C1c1ccc(OC)cc1OC (stereo unspecified)	-7	-8	1	2	-5	0.3	-1	-1	10	0
11	COc1cccc(CC2(CO)CCCN(C(=O)c3cc[n+]([O-])cc3)C2)c1 (stereo unspecified)	-4	-4	0	4	-7	0.1	0	-4	6	3
12	COc1ccc(Br)cc1CN(C)C(=O)c1cnc(C)cn1	1	15	6	4	-3	0.3	-1	-5	2	0
13	COc1ccccc1N1CCN(C(=O)c2ccc3c(=O)n(Cc4ccco4)c(=S)[nH]c3c2)CC1	4	3	-1	1	-4	0.0	-4	6	-9	3
14	O=C(CN1C(=O)NC2(CCCC2)C1=O)Nc1cc(C(F)(F)F)ccc1N1CCCCC1	1	3	3	1	-11	-0.1	3	-1	13	3
15	Cc1cc(NS(=O)(=O)c2ccc(NC(=O)CNS(=O)(=O)c3ccccc3)cc2)nc(C)n1	-2	4	3	1	2	-0.9	3	-6	11	2
16	COc1ccc(Cn2ccc3ccc(-c4ccc5ccn(Cc6ccccc6)c5c4)cc32)cc1	6	.	-2	1	-107	-3.3	-81	-24	.	-3
17	O=c1[nH]c(-c2ccccc2)nnc1-c1ccccc1	-7	7	2	-5	-3	0.6	3	-1	0	-2
18	COc1cc(C(=O)NNC(=O)Cc2ccc(S(=O)(=O)N3CCOCC3)s2)cc(OC)c1OC	6	-5	3	-8	-2	0.3	-16	1	-9	-1
19	C[C@H](O)[C@@H]1C(=O)N2CCc3ccc(N4CCN(C)CC4)cc3[C@@H]2C[C@@H]1N(C)C(=O)NC1CCCCC1	-4	-4	4	-8	-40	1.9	-27	5	14	1
20	COc1cc(-c2nc3ccccn3c2/N=C/c2cc(OC)c(O)cc2Cl)ccc1O	-6	5	-5	-3	-198	-3.9	-177	-17	9	-3
21	O=c1c2nnn(Cc3ccccc3)c2ncn1-c1ccccc1	2	-11	0	1	4	-0.3	-1	-2	-7	-2
22	O=C(NNC(=O)c1ccc(NC(=O)C2CC2)cc1)c1ccc(F)cc1	4	5	2	7	-7	-0.3	-3	-2	-8	4
23	CCOC(=O)C1=C(C)N(c2ccc(C)cc2)C(=O)/C1=C\c1cccs1	9	-3	0	-4	2	-0.5	1	1	15	6
24	O=C(Nc1c(F)cc(F)cc1Br)c1cc(-c2ccco2)on1	3	6	2	6	-11	-0.3	-7	-2	2	2
25	Cc1nc(-c2cc(C#N)c(Sc3cccc(C(F)(F)F)c3)nc2C)cs1	4	-2	0	-4	-4	-0.1	2	-5	-4	-3
26	CN(Cc1ccccc1)C(=O)CSc1nc2ccccc2c(=O)n1Cc1ccco1	2	-1	-5	0	3	0.5	0	0	13	5
27	CCC(=O)N(C)C[C@@H]1Oc2ncc(Br)cc2C(=O)N([C@H](C)CO)C[C@H]1C	-3	2	1	4	2	0.0	1	0	-8	1
28	Cc1cc(C)n2nc(C(=O)N/N=C/c3ccc(Cl)cc3)nc2n1	-3	3	0	-4	-2	0.1	0	-1	2	-1
29	Cc1cnc(C=NNC(N)=S)c2cccc(N)c12	-11	4	-4	-7	-7	-0.1	-9	-1	-7	11
30	COc1cc(CN2CCN(Cc3ccc(C(F)(F)F)cc3)CC2)cc(OC)c1OC	-1	4	-1	5	3	-0.5	-1	-4	-6	0

Single values from above.
Entry for #27 in PLCb3 inh: 2
Entry for #9 in PLCg1 inh: 1
Entry for #1 in PLCg1 inh: -1
Entry for #18 in ASAP1 GAP inh: -5
Entry for #22 in PLCg1 inh: -3

Next section:
item	molecule	DDE Tn6 FP inh	ASAP1 GAP inh	MBD2 inh	DDE Tn7 FP inh	PLCb3 inh	proKLK7 act	PLCg1 inh	ADAM17 inh	ARFGAP1 inhibitor	UHRF1 binding
31	CC(C)(C)c1ccc(-n2ncc3c2CCCC3NC(=O)c2ccncc2)cc1 (stereo unspecified)	0	5	5	-5	-7	-0.6	0	-1	7	2
32	CCn1cc(C(=O)N2CCc3ccccc32)c(=O)c2cc(S(=O)(=O)N3CCCCCC3)ccc21	-1	1	4	-2	0	0.4	-3	-3	10	1
33	O=C(CCC1CCN(Cc2ccc(Cl)cc2)CC1)NC1CC1	7	-3	1	-2	-6	-0.3	-1	-2	14	1
34	Cn1ccnc1SCC(=O)c1cc2ccccc2o1	5	-9	-4	6	-16	0.5	-14	-5	10	-4
35	CN(Cc1ccc2c(c1)CCCN2C)C(=O)[C@H]1O[C@@H](n2ccc(=O)[nH]c2=O)[C@H](O)[C@@H]1O	5	6	0	6	-40	0.4	-23	-6	9	-1
36	O=C(Nc1ccccc1)c1ccc(-c2ccc(F)cc2)s1	1	5	-3	0	-15	0.1	-6	-3	-7	0
37	COc1ccc(N(CC(=O)N2CCOCC2)S(C)(=O)=O)cc1Cl	4	0	-3	-4	-2	-0.1	5	1	2	1
38	CCOCCCNC(=O)C(NC(=O)CNC(=O)c1ccccc1)c1ccccc1 (stereo unspecified)	6	1	-2	4	4	-0.1	4	-2	0	5
39	COc1ccc(NS(=O)(=O)c2cccs2)cn1	-7	-8	5	-6	-4	0.3	2	-5	5	3
40	O=[N+]([O-])c1cc(C(F)(F)F)ccc1N1CCCC(O)C1 (stereo unspecified)	7	-11	4	2	3	-0.1	-2	2	-1	11
41	COc1ccccc1-n1c(C)nnc1SCC(N)=O	-3	-5	-1	-1	-8	0.6	-19	5	10	5
42	CC(=Nc1ccc(C)c(C)c1)C1=C(O)CSC1=O	8	-6	-1	2	-35	0.1	-29	-13	-3	-5
43	CC(=O)Nc1cccc(C(=O)/C=C/c2ccc(/C=C/C(=O)c3cccc(NC(C)=O)c3)cc2)c1	-3	14	1	-1	3	0.3	-2	2	-10	2
44	CC(=O)Nc1c(O)nc(SCC(=O)Nc2ccc(C(C)=O)cc2)[nH]c1=O	2	-7	-3	-4	0	-0.1	2	-3	-2	-2
45	Cc1cc(-c2nn(-c3ccccc3)cc2/C=C2\SC(N)=NC2=O)ccc1OC(C)C	1	5	-4	-2	-5	0.2	-4	0	11	-3
46	O=C(CCc1nc2ccccc2c(=O)[nH]1)NNC(=O)COc1ccc(Br)cc1	5	-1	0	1	-16	0.1	-5	4	0	3
